Screens from PubChem.
BL2 CD40 inh: CD40 pathway inhibition in BL2 cells; BL2 NF-kB luciferase reporter, CD40L-induced, 4 h; inhibition, % at 10 µM; 0.94% of 83,000 active;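 active means mean inhibition of at least 50% with a set share of replicates also reaching that level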;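 further: 0% = neutral control wells and 100% = IKK inhibitor VII at 50 µM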
Numbers without * were called inactive; [ ] = another dose, or the depositor's remark.

SMILES	BL2 CD40 inh
COc1ccc(Nc2nc(C(=O)NCc3ccco3)cs2)cc1	-39.2
O=C(C1CCC1)N1CCc2cc(S(=O)(=O)NC3CCCc4ccccc43)ccc21 (stereo not drawn)	30.4
COc1ccc(Br)cc1CN(C)C(=O)C1CC(=O)N(C2CCCC2)C1 (stereo not drawn)	3.9
O=C(NCc1ccccn1)C1CCC(=O)N(Cc2ccc(Cl)cc2)C1 (stereo not drawn)	11.5
C/C=C/c1ccc([C@H]2[C@@H](CO)N(Cc3ccccc3)[C@H]2CNC(=O)C2CC2)cc1	-5.0[25 µM]
OC[C@@H]1Nc2ccc(-c3ccccc3)cc2[C@@H]2[C@H]1CCN2Cc1ccccc1F	-9.8[25 µM]
Cn1c(OCc2cccnc2)nc2c1c(=O)n(Cc1ccccc1)c(=O)n2C	13.5
O=C(CN1CCc2ccccc21)NC(=O)NC1CCCCC1	6.9

Remaining list, next part
SMILES	BL2 CD40 inh
COc1ccc(N(CC(=O)N2CCN(c3ccc(F)cc3)CC2)S(=O)(=O)c2c(C)n[nH]c2C)cc1	8.9
Cc1noc(C)c1NC(=O)N1C[C@@H](O)COC[C@H]2O[C@@H](CC(=O)N[C@@H]3CCN(Cc4ccccc4)C3)CC[C@@H]21	-10.3[25 µM]
O=C(Nc1ccon1)c1csc2ccccc12	-3.7
Cc1ccc(S(=O)(=O)N2CCC(N3CCCCCC3)CC2)cc1	-8.1
O=C(Nc1nc2ccccc2n1CCN1CCOCC1)c1ccccc1	-24.7
c1ccc(-c2cc(CN3[C@@H]4CNC[C@H]3C4c3ccc(-c4ccncc4)cc3)no2)cc1 (stereo partly drawn)	-8.5
COCC#Cc1ccc([C@H]2[C@@H](CO)N3C(=O)CN(C(=O)CN4CCOCC4)C[C@H]23)cc1	-5.9[25 µM]
CCCCN1CCCCC1C(=O)Nc1c(C)cccc1C (stereo not drawn)	-1.4[25 µM]

The list goes on:
SMILES	BL2 CD40 inh
O=S(=O)(c1cccs1)N1CCN(C/C=C/c2ccccc2)CC1	-0.4
NC(=O)C1CCN(c2ccc(S(=O)(=O)N3CCC(Cc4ccccc4)CC3)cn2)CC1	10.1
CC1=CN2C(c3cccc([N+](=O)[O-])c3)=NON(c3ccc(C)cn3)C2C=C1 (stereo not drawn)	-10.5
N#C[C@H]1[C@@H](c2ccc(C3=CCCCC3)cc2)[C@@H](CO)N1C(=O)NC1CCCCC1	-6.0
Cc1nc(SC(C(=O)c2ccccc2)c2ccccc2)n[nH]1 (stereo not drawn)	21.4
CCOC(=O)c1c(NC(=O)C2CC2)sc2c1CC(C)(C)OC2	0.9
Cc1cc(C)c(-c2c(O)c3cccnc3n(C)c2=O)c(C)c1	10.6
CC(=O)c1ccc(N(C)C)c2c(N(C)C)cccc12	-18.1

Next compounds
SMILES	BL2 CD40 inh
CN1C(=O)c2cc(NC(=O)Cc3cccs3)ccc2OC[C@H]2O[C@@H](CC(=O)NCc3ccc(-c4ccccc4)cc3)CC[C@H]21	4.9[25 µM]
COc1ccccc1CN1[C@@H]2CN(C(=O)c3cccnc3)c3ccccc3[C@@H]2[C@@H]1CO	-0.4[25 µM]
CC(C)CN1CC(C)C(=O)NC1=S (stereo not drawn)	9.2
Cc1cc(=O)oc2cc(OCC(=O)N3CCCC3)ccc12	4.3
CC(C)C#Cc1ccc([C@H]2[C@@H](C#N)N(C(=O)c3cccc(F)c3)[C@H]2CO)cc1	-2.5[25 µM]
N#C[C@@H]1[C@@H](c2ccc(-c3cncnc3)cc2)[C@H](CO)N1C(=O)C1CCCC1	-15.8
CCN(CC(=O)Nc1c(F)cccc1F)C(=O)CCN1C(=O)C2CCCCC2C1=O (stereo not drawn)	-1.2
O=C(O)c1ccn(COc2ccc(Br)cc2)n1	6.5

Of the compounds above, these have bromine:
SMILES	BL2 CD40 inh
COc1ccc(Br)cc1CN(C)C(=O)C1CC(=O)N(C2CCCC2)C1 (stereo not drawn)	3.9
O=C(O)c1ccn(COc2ccc(Br)cc2)n1	6.5

The listing continues.
SMILES	BL2 CD40 inh
CC1(C(=O)NS(=O)(=O)c2cccc(Cl)c2)CCN1C(=O)CC1CCCCC1 (stereo not drawn)	-0.9
Cn1c(SCc2nc3ccccc3n2CCO)nc2ccccc21	9.4
COc1ccc(C(C)C)cc1-c1cncc(NC(C)=O)n1	8.1
Cn1c(=O)n(C)c2cc(NC(=O)CCc3ccccc3)c(Br)cc21	2.1
C[C@H]1CN([C@@H](C)CO)C(=O)c2c(c3ccccc3n2C)-c2ccccc2CO[C@@H]1CN(C)S(=O)(=O)c1ccc(C#N)cc1	11.6
COc1cccc(NC(=O)c2ccccc2OCc2c(C)noc2C)c1	-18.2
CCC(C)[C@H](NC(=O)N1CCC(C)CC1)C(=O)OC (stereo partly drawn)	25.9
c1cc2c(cc1C1=NNC(=NC3CC3)SC1)OCCO2	91.8*

Going on with the list.
Compound	BL2 CD40 inh
CC(C)NC(=O)N1CCCCN2[C@H](CO)[C@H](c3ccc(Br)cc3)[C@@H]2C1	3.6[25 µM]
Cc1ccc(-c2nn(-c3ccccc3)cc2C(=O)NCC2CCCO2)cc1 (stereo not drawn)	-20.4
O=C(O)Cn1nnc(-c2cccs2)n1	5.5
C[C@H](CO)N1C[C@H](C)[C@@H](CN(C)C(=O)Nc2ccc(C(F)(F)F)cc2)OCc2cn(nn2)CCCC1=O	-3.9
COc1ccc(S(=O)(=O)NC2CC3CCC2C3)cc1Cl (stereo not drawn)	10.0
Cc1cc(C(=O)Cn2cnc3ccccc3c2=O)c(C)n1C1CC1	-26.2
NNC(=O)CCN1CCCCC1	6.0
O=C(Cn1cccc1C(=O)c1ccccc1)NCCCN1CCc2ccccc2C1	12.1
O=C(NC[C@H]1N[C@@H](CO)[C@H]1c1ccc(-c2ccccc2F)cc1)c1ccccn1	-4.9[25 µM]
COc1ccc(OCC(=O)Nc2cccc(-c3nc4ccccc4[nH]3)c2)cc1	-44.9
O=C(Cn1cnc2c(nnn2Cc2ccccc2)c1=O)N1CCN(c2ccccc2)CC1	-3.2
O=C(CCN1C(=O)C2CC=CCC2C1=O)Nc1cccc(S(=O)(=O)N2CCCCC2)c1 (stereo not drawn)	6.4
Cc1ccc(S(=O)(=O)N2CCN(C(=O)COC(=O)c3c(C)noc3C)CC2)c(C)c1	7.7
COc1ccc(S(=O)(=O)Nc2ccc3c(c2)C(=O)N([C@@H](C)CO)C[C@@H](C)[C@@H](CN(C)C(=O)Nc2c(C)noc2C)OCCCC[C@H](C)O3)cc1	-3.4[25 µM]
CC(C)c1ccc(NC2CCCN(C(=O)CN3CCCCC3=O)C2)cc1 (stereo not drawn)	1.3

Looked up by compound from the entries so far:
Compound	BL2 CD40 inh
O=C(Cn1cccc1C(=O)c1ccccc1)NCCCN1CCc2ccccc2C1	12.1
Cc1ccc(S(=O)(=O)N2CCN(C(=O)COC(=O)c3c(C)noc3C)CC2)c(C)c1	7.7
O=C(O)Cn1nnc(-c2cccs2)n1	5.5

Next results follow.
Compound	BL2 CD40 inh
O=C1CC(c2ccccc2)(c2ccccc2)c2ccccc21	3.4
O=C(O)c1cc2ccccc2cn1	-5.9
CC(C)OC(=O)N(C)C[C@H]1OCc2ccccc2-c2ccccc2C(=O)N([C@H](C)CO)C[C@@H]1C	-10.3
Cn1c(=NC(=O)CS(=O)(=O)c2ccccc2)sc2cc([N+](=O)[O-])ccc21	-5.1
Fc1ccc(OCc2nc(-c3cccs3)no2)cc1	-38.2
CC(=O)Nc1cccc2c1O[C@H](CN(C)C(=O)NC(C)C)[C@@H](C)CN(C)C2=O	2.5
CCn1c(=O)n(CC)c2cc(S(=O)(=O)N3CCC(c4ccccc4)CC3)ccc21	16.3
COc1ccccc1N(C)C(=O)c1cc(S(=O)(=O)N2CCCC2)cn1C	4.8
C[C@H]1CN([C@@H](C)CO)C(=O)CCCn2nncc2CO[C@H]1CN(C)C(=O)Nc1ccc(N2CCN(C)CC2)cc1	-5.5
Cc1ccccc1NC(=O)CCCn1nc(C)c2c(C)n(-c3ccccc3)nc2c1=O	-1.8
COc1cccc(-c2ccc3c(c2)[C@@H]2[C@@H](CCN2C(=O)c2ccc(F)cc2)[C@H](CO)N3)c1	-7.5[25 µM]
COc1ccc(C(=O)OCC(=O)Nc2ccc3[nH]c(=O)[nH]c3c2)cc1	5.0
COCCCN(C(=O)CSCc1ccc(C)cc1)c1c(N)n(Cc2ccccc2)c(=O)[nH]c1=O	10.0
Cc1cccc(C(=O)O/N=C(\c2ccccc2)c2cccnc2)c1	21.4
CCN(C(=O)COc1cccnc1[N+](=O)[O-])C1CCS(=O)(=O)C1 (stereo not drawn)	7.2

The listing continues:
Compound	BL2 CD40 inh
CN=C1SC(C(=O)O)CC(=O)N1C (stereo not drawn)	5.1
Cc1ccc(S(=O)(=O)N2CCN(CC(=O)N3CCOCC3)CC2)cc1	18.0
N/C(=N\OC(=O)Cc1ccc(-c2ccccc2)cc1)c1cccnc1	-8.3
COc1ccc(-n2c3c(c(=O)[nH]c2=O)C(NC(=O)c2ccncc2)(C(F)(F)F)C(=O)N3)cc1 (stereo not drawn)	-2.0
Cc1cccc(CSc2nnc(-c3ccccn3)n2N)c1	7.7
CN1C(=O)c2cc(NC(=O)Cc3cccs3)ccc2OC[C@H]2O[C@@H](CC(=O)NCC3CCCCC3)CC[C@@H]21	-1.7[25 µM]
C/C(N)=C(/C#N)C(=O)COC(=O)c1cc(C)n(-c2ccc(F)cc2)c1C	-67.6
COc1ccc(NS(=O)(=O)c2cccc(C(=O)NCC(c3ccco3)N(C)C)c2)cc1 (stereo not drawn)	11.0
N#C[C@H]1[C@@H](c2ccccc2C2=CCCC2)[C@@H](CO)N1C(=O)C1CCCC1	28.8[25 µM]
C[C@@H]1CN([C@@H](C)CO)C(=O)c2ccccc2-c2ccccc2CO[C@@H]1CN(C)S(C)(=O)=O	3.5[25 µM]
Cc1cc(C)c(NC(=O)CNC(=O)Cc2ccc(S(=O)(=O)N3CCOCC3)s2)c(C)c1	6.3
COc1ccc2c3c([nH]c2c1)[C@@H](CO)N(C(=O)CN(C)C)CC31CN(CC2CC2)C1	-5.7[25 µM]
CCC(=O)N1[C@H](C(=O)NC2CCCC2)[C@@H](CO)[C@@H]2Cn3c(ccc(C4=CCCC4)c3=O)[C@@H]21	1.9[25 µM]
O=C(COC(=O)c1ccncc1)Nc1cc(S(=O)(=O)N2CCOCC2)ccc1Cl	0.5
CCOCCCNC(=S)N1CCCC(c2nc3ccc(C)cc3[nH]2)C1 (stereo not drawn)	-5.7

Quoted from the listing, 3 compounds:
Compound	BL2 CD40 inh
CN=C1SC(C(=O)O)CC(=O)N1C (stereo not drawn)	5.1
Cc1ccc(S(=O)(=O)N2CCN(CC(=O)N3CCOCC3)CC2)cc1	18.0
N/C(=N\OC(=O)Cc1ccc(-c2ccccc2)cc1)c1cccnc1	-8.3

The list continues:
Compound	BL2 CD40 inh
Cn1c(=O)c2c(ncn2CC(=O)N(Cc2ccccc2)c2ccccn2)n(C)c1=O	5.6
COCC#Cc1ccc([C@@H]2[C@H](CO)N3C(=O)CN(C(=O)C4CCCCC4)C[C@@H]23)cc1	-24.3[25 µM]
CN(C)CC(=O)N1[C@H](C#N)[C@@H](c2ccc(C#CC3CCCCC3)cc2)[C@H]1CO	3.1[25 µM]
CCCCc1c(C)nc2ccccc2c1SCCC(=O)O	12.8
c1ccc(CCNC2=NCCCS2)cc1	14.0
CCN(c1ccccc1)S(=O)(=O)c1cc(NC(=O)COC(=O)C2CC2)ccc1Cl	-12.5
COc1ccc(-c2ccccc2[C@@H]2[C@@H](CO)N(C(=O)NC(C)C)[C@H]2C#N)cc1	-0.2[25 µM]
C[C@@H]1CN([C@@H](C)CO)C(=O)c2c(c3ccccc3n2C)-c2ccccc2CO[C@H]1CN(C)CC1CCCCC1	-2.9[25 µM]
O=C(NNC(=O)C1CCN(S(=O)(=O)c2ccc(Cl)cc2)CC1)c1ccccc1O	-12.0
CCS(=O)(=O)N1CCC(C(=O)NCCCN2CCCC2)CC1	9.5
O=C(C[C@H]1C[C@H]2c3cc(NC(=O)Nc4ccccc4)ccc3O[C@H]2[C@H](CO)O1)NCc1ccccc1	-7.7[25 µM]
CC1CCCCC1NC(=O)CCNS(=O)(=O)c1cc(Br)cnc1N (stereo not drawn)	3.8
O=C(O)c1ccccc1C(=O)OCCCCOC(=O)c1ccccc1C(=O)O	2.7
O=C(Cn1cnc2c(nnn2-c2ccccc2)c1=O)NCc1ccc(F)cc1	6.7
COc1ccc(CN2C(=O)c3ccccc3C2C(=O)NC2CCCC2)c(OC)c1 (stereo not drawn)	4.3

Continuation.
Compound	BL2 CD40 inh
Cc1cc(C(=O)OC(C)C(=O)NC2CCCCC2C)c(C)o1 (stereo not drawn)	16.2
O=C(Cc1cccs1)Nc1nc(-c2cccnc2)cs1	9.1
COc1cc(C(=O)Nc2ccc3c(c2)CCN3C(C)=O)cc(OC)c1OC	-9.4
O=C(OCC(=O)N1CCCC1=O)C1CCN(S(=O)(=O)c2ccc(Cl)c(C(F)(F)F)c2)CC1	4.9
O=C(c1ccccc1F)N1C[C@H]2[C@@H](c3ccccc31)[C@H](CO)N2C(=O)c1cccnc1	21.4[25 µM]
c1ccc(SCCOCCN2CCc3ccccc3C2)cc1	10.4
Cn1c(=O)c2c(ncn2CC(=O)Nc2ccc(N3CCOCC3)cc2)n(C)c1=O	-0.3
O=C(c1ccccc1[N+](=O)[O-])N1CCN(c2ccc(N3CCOCC3)nn2)CC1	0.0
O=C(NCCc1ccc2c(c1)OCCO2)c1cccc(S(=O)(=O)N2CCCC2)c1	43.1*
Cc1cccc(S(=O)(=O)Nc2cccc3c2C(=O)c2ccccc2-3)c1	1.1
COc1ccc(NC(=O)CSc2nc3ccsc3c(=O)n2CCC(=O)O)cc1	1.2
COc1ccc(C(=O)Nc2ccccc2C(=O)N/N=C/c2ccccc2OC)cc1	53.7*
NCCOc1ccccc1OCCN	-5.4
CN1C(=O)c2cc(NC(=O)C3CCC3)ccc2OC[C@@H]2O[C@@H](CC(=O)NCC3CCCCC3)CC[C@H]21	7.9
CN(C)C(=O)[C@@H]1[C@@H](CO)[C@@H]2Cn3c(ccc(-c4ccc(F)cc4)c3=O)[C@H]1N2CCc1ccccc1	5.1[25 µM]

Not all compounds are listed; rates above refer to the full screens.
